High-throughput results: PubChem BioAssay, National Center for Advancing Translational Sciences (NCATS)
TRb-SRC2 inh = qHTS for Inhibitors of the Interaction of Thyroid Hormone Receptor and Steroid Receptor Coregulator 2; Potency, µM (series often up to 106 µM), for inactives: at the highest dose activity change, negative = inhibition, most hits filed as inhibitors; actives 0.065% (n = 280,000); Thyroid hormone receptor beta (Homo sapiens), P10828; TRbeta-SRC2 peptide binding, fluorescence polarization; receptor liganded with 1 µM T3; active = well fitted inhibition curve with a large enough effect; inconclusive = small, poorly fitted or top-dose-only effect, or effect the other way;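 also: plate controls were bound peptide for no effect and peptide without receptor for full effect; nearly all actives have a fitted effect of over 50% in size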
Target sequence (P10828 whole entry, looked up): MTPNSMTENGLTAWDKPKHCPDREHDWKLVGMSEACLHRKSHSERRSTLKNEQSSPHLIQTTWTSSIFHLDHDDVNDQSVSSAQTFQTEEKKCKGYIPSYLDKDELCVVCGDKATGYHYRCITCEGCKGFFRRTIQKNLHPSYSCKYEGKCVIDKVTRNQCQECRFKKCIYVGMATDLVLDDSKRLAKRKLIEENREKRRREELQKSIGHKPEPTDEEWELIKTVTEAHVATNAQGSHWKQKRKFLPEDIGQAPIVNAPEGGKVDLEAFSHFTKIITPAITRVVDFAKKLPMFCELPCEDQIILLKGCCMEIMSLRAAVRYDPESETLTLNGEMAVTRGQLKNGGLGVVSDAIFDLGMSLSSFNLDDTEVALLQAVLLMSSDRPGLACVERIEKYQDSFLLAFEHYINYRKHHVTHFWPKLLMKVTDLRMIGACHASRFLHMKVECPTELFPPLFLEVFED
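Fluorescence polarization of 20 nM Texas Red SRC2 peptide (20-aa NR interaction domain) bound to 0.6 uM human TRb ligand-binding domain, with 1 uM T3, after 5 hr at ambient temperature; inhibition seen as decreased polarization.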
TR SRC2 fluor cs = Total Fluorescence Counterscreen for Inhibitors of the Interaction of Thyroid Hormone Receptor and Steroid Receptor Coregulator 2; TRb/SRC2 Texas Red total fluorescence interference; Potency, µM (top dose mostly 106 µM), for inactives: top-dose fluorescence change, negative = quenching; actives 0.29% (n = 280,000); active = well fitted curve in either direction with a large enough effect; inconclusive = small, poorly fitted or top-dose-only effect
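Human TRβ ligand-binding domain (0.6 uM) and Texas Red SRC2 peptide (20 nM) in Tris buffer with 1 uM T3 and 5% DMSO were incubated with pinned compound for 5 hr at ambient temperature. Total fluorescence was computed as S + 2P (555/632 nm).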
* marks the source's active call; other numbers are inactive results; ? = inconclusive. Unless noted, % is scaled to controls: 0 for no effect and ±100 for the full control effect; potency is read from the fitted curve at half-maximal effect. Not all compounds are listed, so the mix of outcomes need not match the whole.

Cc1ccccc1CN1C(=O)c2ccccc2S(=O)c2ccc(C(=O)NCc3ccccc3)cc21 (centres undefined)
  TRb-SRC2 inh: 9.8% | TR SRC2 fluor cs: 0.6%

COc1cccc(-c2cc(C(=O)NCCc3ccc(C)cc3)[nH]n2)c1
  TRb-SRC2 inh: -1.2% | TR SRC2 fluor cs: -2.4%

CCC(C)NC(=O)c1ccc2nc(CCc3ccccc3)oc2c1 (centres undefined)
  TRb-SRC2 inh: 6.1% | TR SRC2 fluor cs: -3.2%

Cc1nn(S(=O)(=O)c2ccc(C(C)(C)C)cc2)c(C)c1S(=O)(=O)N1CCC(C)CC1
  TRb-SRC2 inh: 5.0% | TR SRC2 fluor cs: -0.8%

CC1=Nc2cc(C(=O)NCc3ccc(C)cc3)ccc2Sc2ccc(Cl)cc21
  TRb-SRC2 inh: 1.2% | TR SRC2 fluor cs: -10.3%

Cc1cccc(CC(=O)NC2CC(=O)N(c3ccccc3)C2)c1 (centres undefined)
  TRb-SRC2 inh: -1.5% | TR SRC2 fluor cs: 0.2%

COc1ccc(OC)c(CNCc2c(C(=O)O)n(Cc3cccc(F)c3)c3cc(OC)ccc23)c1
  TRb-SRC2 inh: -0.5% | TR SRC2 fluor cs: 0.7%

COc1cccc(-n2c(=O)c3c(C)c(C(=O)N(C)C)sc3n(Cc3cccc(C)c3)c2=O)c1
  TRb-SRC2 inh: -2.4% | TR SRC2 fluor cs: -25.6%

CCSc1nc2n(n1)C(c1ccc(Cl)cc1Cl)C(C(=O)Nc1ccccc1C)=C(C)N2 (centres undefined)
  TRb-SRC2 inh: -7.7% | TR SRC2 fluor cs: -3.1%

Cc1nc2cccnc2n1-c1cccc(C(=O)NCCN(C)C)c1
  TRb-SRC2 inh: 0.8% | TR SRC2 fluor cs: 1.6%

2 records picked at random from the list so far, as already listed:
Cc1nn(S(=O)(=O)c2ccc(C(C)(C)C)cc2)c(C)c1S(=O)(=O)N1CCC(C)CC1
  TRb-SRC2 inh: 5.0% | TR SRC2 fluor cs: -0.8%

Cc1nc2cccnc2n1-c1cccc(C(=O)NCCN(C)C)c1
  TRb-SRC2 inh: 0.8% | TR SRC2 fluor cs: 1.6%

(continued)
COc1ccc(N2CC(NC(=O)c3ccc4c(c3)OCO4)CC2=O)cc1OC (centres undefined)
  TRb-SRC2 inh: -5.5% | TR SRC2 fluor cs: 0.2%

CCn1c(SCC(=O)N2CCC(C)CC2)nnc1-c1ccccc1O
  TRb-SRC2 inh: 9.7% | TR SRC2 fluor cs: -0.6%

COc1ccc(C)cc1NC(=O)c1ccc2c(c1)N(Cc1cccc(Cl)c1)C(=O)c1ccccc1S2=O (centres undefined)
  TRb-SRC2 inh: 2.0% | TR SRC2 fluor cs: ?

O=C(Nc1ccc(C(=O)N2CCN(c3ccccc3F)CC2)cc1)c1nsc2ccccc12
  TRb-SRC2 inh: -1.6% | TR SRC2 fluor cs: 0.3%

Cc1ccc(CNc2ncnc3c2cnn3-c2ccc(C)cc2C)cc1
  TRb-SRC2 inh: -0.7% | TR SRC2 fluor cs: -1.4%

Cc1ccc(CNC(=O)CN2N=C(c3ccc(C)cc3)CCC2=O)cc1
  TRb-SRC2 inh: -6.6% | TR SRC2 fluor cs: 0.0%

O=C(NCc1cccc(F)c1)c1ccccc1NC(=O)c1nsc2ccccc12
  TRb-SRC2 inh: -2.2% | TR SRC2 fluor cs: -1.7%

Cc1ccc(/C=C/c2nc3ccccc3[nH]2)cc1
  TRb-SRC2 inh: 2.0% | TR SRC2 fluor cs: -0.6%

CC(Oc1ccccc1)C(=O)OCc1cc(=O)n2nc(C(C)C)sc2n1 (centres undefined)
  TRb-SRC2 inh: -1.2% | TR SRC2 fluor cs: ?

CCN(c1ccccc1)c1ncnc2c1cnn2-c1ccc(OC)cc1
  TRb-SRC2 inh: 5.8% | TR SRC2 fluor cs: -0.6%

Part of the list above, with two lines to a compound:
The line under a structure holds: TRb-SRC2 inh, TR SRC2 fluor cs
CC1=Nc2cc(C(=O)NCc3ccc(C)cc3)ccc2Sc2ccc(Cl)cc21
→ 1.2%, -10.3%
Cc1cccc(CC(=O)NC2CC(=O)N(c3ccccc3)C2)c1 (centres undefined)
→ -1.5%, 0.2%
COc1ccc(OC)c(CNCc2c(C(=O)O)n(Cc3cccc(F)c3)c3cc(OC)ccc23)c1
→ -0.5%, 0.7%
COc1cccc(-n2c(=O)c3c(C)c(C(=O)N(C)C)sc3n(Cc3cccc(C)c3)c2=O)c1
→ -2.4%, -25.6%
CCSc1nc2n(n1)C(c1ccc(Cl)cc1Cl)C(C(=O)Nc1ccccc1C)=C(C)N2 (centres undefined)
→ -7.7%, -3.1%
Cc1nc2cccnc2n1-c1cccc(C(=O)NCCN(C)C)c1
→ 0.8%, 1.6%
COc1ccc(N2CC(NC(=O)c3ccc4c(c3)OCO4)CC2=O)cc1OC (centres undefined)
→ -5.5%, 0.2%
CCn1c(SCC(=O)N2CCC(C)CC2)nnc1-c1ccccc1O
→ 9.7%, -0.6%
COc1ccc(C)cc1NC(=O)c1ccc2c(c1)N(Cc1cccc(Cl)c1)C(=O)c1ccccc1S2=O (centres undefined)
→ 2.0%, ?
O=C(Nc1ccc(C(=O)N2CCN(c3ccccc3F)CC2)cc1)c1nsc2ccccc12
→ -1.6%, 0.3%
Cc1ccc(CNc2ncnc3c2cnn3-c2ccc(C)cc2C)cc1
→ -0.7%, -1.4%
Cc1ccc(CNC(=O)CN2N=C(c3ccc(C)cc3)CCC2=O)cc1
→ -6.6%, 0.0%
O=C(NCc1cccc(F)c1)c1ccccc1NC(=O)c1nsc2ccccc12
→ -2.2%, -1.7%
Cc1ccc(/C=C/c2nc3ccccc3[nH]2)cc1
→ 2.0%, -0.6%
CC(Oc1ccccc1)C(=O)OCc1cc(=O)n2nc(C(C)C)sc2n1 (centres undefined)
→ -1.2%, ?
CCN(c1ccccc1)c1ncnc2c1cnn2-c1ccc(OC)cc1
→ 5.8%, -0.6%

Additional compounds:
COc1ccc(C(=O)N2CCC(c3ccncc3)CC2)cc1OC
  TRb-SRC2 inh: 0.1% | TR SRC2 fluor cs: 2.2%

COc1cccc(C(=O)NCCc2csc(-c3cccc(F)c3)n2)c1OC
  TRb-SRC2 inh: 3.7% | TR SRC2 fluor cs: -6.2%

COc1ccc(CNC(=O)c2cc3c(=O)n(Cc4cccnc4)ccc3nc2C)cc1
  TRb-SRC2 inh: 9.7% | TR SRC2 fluor cs: -8.1%

CCOC(=O)c1cc(S(=O)(=O)Nc2ccc(OC)c(Cl)c2)[nH]n1
  TRb-SRC2 inh: -1.0% | TR SRC2 fluor cs: -4.7%

COc1cc(OC)c(OC)cc1CN1CCc2nc(N3CCN(c4ncccn4)CC3)ncc2C1
  TRb-SRC2 inh: -2.1% | TR SRC2 fluor cs: -1.8%

CC(C)(C)OC(=O)N1CCC(c2c(C(=O)Nc3ccc4c(c3)OCCO4)cnn2-c2ccc(F)cc2)CC1
  TRb-SRC2 inh: 6.1% | TR SRC2 fluor cs: 2.8%

Cc1ccc2c(c1)c1c(c(=O)n(Cc3ccccc3)c(=O)n1CC(=O)Nc1ccccc1C)n2C
  TRb-SRC2 inh: 6.5% | TR SRC2 fluor cs: -3.7%

CC1=C(C(N)=O)C(c2cccc(Br)c2)n2nc(SCc3ccccc3Cl)nc2N1 (centres undefined)
  TRb-SRC2 inh: -0.6% | TR SRC2 fluor cs: -9.8%

COc1ccc(CCNC(=O)Cn2ccc3cc(S(=O)(=O)N4CCCCC4)ccc32)cc1OC
  TRb-SRC2 inh: -6.9% | TR SRC2 fluor cs: -1.2%

CCOc1ccc(NC(=O)CN(c2ccc(CC)cc2)S(=O)(=O)c2c(C)noc2C)cc1
  TRb-SRC2 inh: -3.6% | TR SRC2 fluor cs: -0.2%

COc1ccccc1N1CCN(c2ccc(=O)n(CC(=O)Nc3ccc(F)c(F)c3)n2)CC1
  TRb-SRC2 inh: 4.8% | TR SRC2 fluor cs: -1.7%

CCOC(=O)c1noc2nc(C)n(Cc3cccc(C#N)c3)c(=O)c12
  TRb-SRC2 inh: 9.6% | TR SRC2 fluor cs: -4.9%

Cc1cc(O)c(C(c2ccccc2)N2CCCCC2)c(=O)n1Cc1ccco1 (centres undefined)
  TRb-SRC2 inh: 3.5% | TR SRC2 fluor cs: 0.0%

Cc1ccc(-n2ncc(C(=O)NCCN3CCCC3)c2C2CCN(C(=O)OC(C)(C)C)CC2)cc1
  TRb-SRC2 inh: -0.9% | TR SRC2 fluor cs: 0.6%

CCn1cc(C(=O)NCc2ccc(C)cc2)c(=O)c2cc(S(=O)(=O)N3CCCCCC3)ccc21
  TRb-SRC2 inh: -6.5% | TR SRC2 fluor cs: -1.0%

CCOC(=O)Cc1ccc(NC(=O)Nc2cccc(OCc3cc(=O)n4cc(C)ccc4n3)c2)cc1
  TRb-SRC2 inh: 4.4% | TR SRC2 fluor cs: -0.3%

O=C(NCc1ccco1)c1ccc2c(c1)N(Cc1cccc(Cl)c1)C(=O)c1ccccc1S2(=O)=O
  TRb-SRC2 inh: -2.5% | TR SRC2 fluor cs: -1.5%

CC(C)c1ccc(NC(=O)c2cc(S(=O)(=O)N3CCc4ccccc4C3)ccc2F)cc1
  TRb-SRC2 inh: 3.9% | TR SRC2 fluor cs: -0.6%

Cc1nc(-c2ccc(S(=O)(=O)N(C)Cc3ccccc3)cc2)co1
  TRb-SRC2 inh: -0.7% | TR SRC2 fluor cs: 4.0%

CC(C)c1ccc(CNC(=O)c2ccc(N3CCCC3)c(NC(=O)NCc3ccccc3)c2)cc1
  TRb-SRC2 inh: 6.0% | TR SRC2 fluor cs: -2.5%

Cc1ccc(CCNc2ncnc3onc(-c4ccc(F)cc4)c23)cc1
  TRb-SRC2 inh: -0.2% | TR SRC2 fluor cs: -2.5%

O=C(CSc1ccc2nc(-c3ccccc3)cn2n1)Nc1ccccc1C(F)(F)F
  TRb-SRC2 inh: -4.4% | TR SRC2 fluor cs: -0.8%

Cc1cc(C)cc(NC(=O)Cc2c(C(=O)O)c(C)cn2C)c1
  TRb-SRC2 inh: -3.4% | TR SRC2 fluor cs: 4.4%

COc1ccc(OC)c(NC(=O)C(C)n2c(=O)cc(C)c3c(C)nn(-c4ccccc4)c32)c1 (centres undefined)
  TRb-SRC2 inh: -4.6% | TR SRC2 fluor cs: -0.5%

CCCn1c2ccccc2c2cnn(CC(=O)Nc3ccccc3OC)c(=O)c21
  TRb-SRC2 inh: -2.9% | TR SRC2 fluor cs: ?

CCc1cccc(NC(=O)c2ccc3c(=O)n4nc(Nc5ccccc5OC)sc4nc3c2)c1
  TRb-SRC2 inh: 5.2% | TR SRC2 fluor cs: -2.8%

COc1ccc(-c2cnc(C)o2)cc1S(=O)(=O)Nc1ccc(C)c(F)c1
  TRb-SRC2 inh: -4.5% | TR SRC2 fluor cs: -0.8%

CCOC(=O)c1c(S(=O)(=O)N2CCCC(C(=O)N3CCN(c4ccccc4)CC3)C2)c(C)n(C)c1C (centres undefined)
  TRb-SRC2 inh: -5.8% | TR SRC2 fluor cs: -3.1%

Cc1cccc(C(=O)NNc2ncnc3c2cnn3-c2ccc(C)cc2C)c1
  TRb-SRC2 inh: 4.5% | TR SRC2 fluor cs: -0.9%

Oc1c(C(c2ccc(Cl)cc2)N2CCCC2)sc2nc(-c3ccco3)nn12 (centres undefined)
  TRb-SRC2 inh: 2.3% | TR SRC2 fluor cs: 0.8%

Cc1ccc(N2C(=O)CCSC23C(=O)N(Cc2ccccc2)c2ccccc23)cc1F (centres undefined)
  TRb-SRC2 inh: 3.4% | TR SRC2 fluor cs: -4.0%

Cc1ccc(S(=O)(=O)N2CCCc3cc(NC(=O)c4ccc(C(F)(F)F)cc4)ccc32)cc1
  TRb-SRC2 inh: 6.8% | TR SRC2 fluor cs: -1.6%

COc1ccc(CNC(=O)c2cc3c(=O)n(Cc4ccco4)ccc3nc2C)cc1
  TRb-SRC2 inh: 1.6% | TR SRC2 fluor cs: 3.7%

CCOc1ccc(NC(=O)c2c(NCc3ccc(C)o3)sc3c2CCCCC3)cc1
  TRb-SRC2 inh: -1.4% | TR SRC2 fluor cs: -2.3%

Cc1cccc(NC(=O)C(=O)NCC(c2ccc3c(c2)OCO3)N2CCN(c3ccccc3)CC2)c1 (centres undefined)
  TRb-SRC2 inh: 6.1% | TR SRC2 fluor cs: -3.8%

CCc1cccc(NC(=O)CN2C(=O)COc3ccc(S(=O)(=O)N4CCC(C)CC4)cc32)c1
  TRb-SRC2 inh: 4.7% | TR SRC2 fluor cs: -0.1%

O=C(NCCCN1CCN(c2ccccc2F)CC1)c1ccc2nc(Cc3ccccc3)oc2c1
  TRb-SRC2 inh: 10.7% | TR SRC2 fluor cs: -1.5%

COc1ccc(-c2nc(CNC(=O)NC3CCCCC3)c(C)o2)cc1
  TRb-SRC2 inh: -0.5% | TR SRC2 fluor cs: -1.2%
